Source: PubChem BioAssay
Rat MKP-3 inhibitors: MKP-3 phosphatase inhibitors, primary screen, biochemical, rat enzyme, in vitro (AID 425); recombinant MKP-3 phosphatase activity, fluorescence; higher % means a stronger effect; actives 0.17% (n = 110,000); inhibition, % at 20 µM; hits with a dose series show IC50 in µM; in the data active = inhibition above about 50%;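 note: plate controls were vehicle for no effect and reference inhibitor for full effect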
Hsp70 displacement: Hsp70 inhibitors, probe displacement, primary screen, biochemical, fluorescence polarization (AID 583). Heat shock 70 kDa protein 1A (Homo sapiens). Hsp70 fluorescence polarization probe displacement, mP; higher % means a stronger effect. one-dose displacement, % at 20 µM; IC50 in µM for titrated hits. actives 0.06% (n = 140,000); in the data active = displacement above about 50%;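 note: plate controls were vehicle for no effect and reference ligand for full effect; a part of the inactive calls stands beside numbers as strong as those of hits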
* hit, by the source's call; / = not tested or not shown; & = joins results of further samples.

The first 7 records, to show the layout:
No. | smiles | Hsp70 displacement | Rat MKP-3 inhibitors
1 | Cc1cc(/C=N/NC(N)=S)c(C)n1C1CCCCC1 | -2.1% | 3%
2 | Cc1ccc(-n2nc(C)c3c(C)cc(=O)oc32)cc1Cl | -7.6% | 2%
3 | Cc1ccc(NC(=O)NC(C)(C)C)cc1 | 1.9% | -2%
4 | O=C(Nc1nnc(CCSCCc2nnc(NC(=O)c3ccco3)s2)s1)c1ccco1 | 5.2% | 0%
5 | O=C(c1cnn2c(C(F)(F)F)cc(-c3ccco3)nc12)N1CCCCCC1 | -2.7% | -5%
6 | O=C(/C=C/c1ccco1)Nc1ccc(S(=O)(=O)Nc2nccs2)cc1 | -1.8% | 0%
7 | O=C(C1CCCCC1)N(CCN1CCCC1)c1nc2ccccc2s1 | -2.4% | -3%

This part in full (from the top)
No. | smiles | Hsp70 displacement | Rat MKP-3 inhibitors
1 | Cc1cc(/C=N/NC(N)=S)c(C)n1C1CCCCC1 | -2.1% | 3%
2 | Cc1ccc(-n2nc(C)c3c(C)cc(=O)oc32)cc1Cl | -7.6% | 2%
3 | Cc1ccc(NC(=O)NC(C)(C)C)cc1 | 1.9% | -2%
4 | O=C(Nc1nnc(CCSCCc2nnc(NC(=O)c3ccco3)s2)s1)c1ccco1 | 5.2% | 0%
5 | O=C(c1cnn2c(C(F)(F)F)cc(-c3ccco3)nc12)N1CCCCCC1 | -2.7% | -5%
6 | O=C(/C=C/c1ccco1)Nc1ccc(S(=O)(=O)Nc2nccs2)cc1 | -1.8% | 0%
7 | O=C(C1CCCCC1)N(CCN1CCCC1)c1nc2ccccc2s1 | -2.4% | -3%
8 | Cc1ccc(-c2nc3ccccc3c(C(=O)O)c2C)s1 | 0.2% | 3%
9 | O=C(CSc1nc2ccccc2c(=O)n1-c1cccc(C(F)(F)F)c1)NC1CC1 | 1.9% | /
10 | Cc1ccccc1N=C/C=C1/C=C(c2ccccc2)OC(C)(C)O1 | -4.0% | /
11 | CCCCCCn1cnc2c(c1=O)c1nc3ccccc3nc1n2/N=C/c1ccco1 | 6.4% | -6%
12 | Cc1cc(Nc2cc(C)on2)n2ncnc2n1 | -5.2% | -5%
13 | CC(=O)c1cccc(N(CC(=O)O)S(C)(=O)=O)c1 | 2.2% | 4%
14 | O=C1CSC(=NC(=O)c2ccccc2)N1 | -0.2% | 2%
15 | CC(=O)N1N=C(c2ccc(Br)cc2)CC1c1cccc([N+](=O)[O-])c1 (centres undefined) | 1.6% | -2%
16 | c1ccc(OCCSc2nnc3sc4ccccc4n23)cc1 | 0.6% | -2%
17 | N/C(=N\OC(=O)C(c1ccccc1)c1ccccc1)c1cccnc1 | 0.9% | 2%
18 | Cc1ccc(N(C(C)C(=O)O)S(=O)(=O)c2cccnc2)cc1 (centres undefined) | -3.2% | 1%
19 | CC1(C)CC(=O)C(C=NCCCO)=C(O)C1 | -1.5% | -14%
20 | Cc1cccc(-c2nsc(SCC(=O)Nc3nccs3)n2)c1 | 1.4% | 12%
21 | O=C(NC1CCCC1)C(c1cccs1)N(C(=O)c1ccno1)c1ccccc1 (centres undefined) | 5.1% | 6%
22 | CC1(C)CC(=O)C(C=Nc2cccc(/N=C/C3=C(O)CC(C)(C)CC3=O)n2)=C(O)C1 | -0.6% | /
23 | N#Cc1c(NC(=O)CSc2ncc(-c3ccccc3)n2CC2CCCO2)sc2c1CCCC2 (centres undefined) | 4.3% | -5%
24 | COc1ccc(C2CC(c3c(Cl)cccc3Cl)n3nc(N)nc3N2)cc1 (centres undefined) | 0.2% | -6%
25 | COc1ccc(/C(O)=C2/C(=O)C(=O)N(CC3CCCO3)C2c2cccc(O)c2)cc1 (centres undefined) | -0.4% | /
26 | Cc1ccc(NC(=O)CC2SC(=Nc3ccccc3)N(c3ccccc3)C2=O)cc1 (centres undefined) | -2.5% | 0%
27 | CCNCCC(=O)N1c2ccccc2Sc2ccc(NC(=O)OCC)cc21 | 0.0% | /
28 | CCn1cnc2scc(-c3ccccc3)c2c1=O | -4.8% | -1%
29 | CCCCOC(=O)CNc1n[nH]c(=S)[nH]c1=O | -1.1% | /
30 | CCOC(=O)N1CCC(NC(=O)c2ccc(CNS(=O)(=O)c3ccc(F)cc3)cc2)CC1 | 4.3% | 6%

Individual results from the list:
entry 5 @ Hsp70 displacement = -2.7%
entry 2 @ Rat MKP-3 inhibitors = 2%
entry 10 @ Hsp70 displacement = -4.0%
entry 28 @ Hsp70 displacement = -4.8%
entry 20 @ Hsp70 displacement = 1.4%

New compounds follow:
No. | smiles | Hsp70 displacement | Rat MKP-3 inhibitors
31 | CCn1c(SCC(N)=O)nc2c(c1=O)C1(CCCC1)Cc1ccccc1-2 | 2.4% | -12%
32 | CCOC(=O)C1CCN(C(=O)C2(NC(=O)Nc3ccccc3Cl)CCCCC2)CC1 | -3.0% | -6%
33 | CCCN(Cc1ccc(N(C)C)cc1)CC1CC1 | 6.8% | /
34 | CCn1c(C(O)c2cccc(OC)c2)nc2ccccc21 (centres undefined) | 0.8% | 3%
35 | O=C(c1cnn2c1NC(c1ccc(Br)cc1)CC2C(F)(F)F)N1CCN(C23CC4CC(CC(C4)C2)C3)CC1 (centres undefined) | 0.1% | /
36 | CC(C)(C)c1ccc(C2C(C(=O)c3ccco3)=C(O)C(=O)N2c2ncc(S(=O)(=O)c3ccc([N+](=O)[O-])cc3)s2)cc1 (centres undefined) | 2.5% | 4%
37 | O=C(O)c1cccc(NS(=O)(=O)c2cccc3cccnc23)c1 | -1.8% | 9%
38 | CC(C)NC(=O)C(=O)Nc1ccc(Cl)c(Cl)c1 | -2.9% | -3%
39 | CCc1nc(SCC(=O)O)c(C#N)cc1C | 1.7% | /
40 | COc1cc(S(=O)(=O)NCc2cccnc2)c(OC)cc1Br | -0.8% | /
41 | Cc1ccc2ncccc2c1NS(=O)(=O)c1ccccc1 | 2.9% | 2%
42 | O=C(c1ccco1)N1CCN(C(c2ccccc2)c2nnnn2Cc2cccs2)CC1 (centres undefined) | 2.9% | 1%
43 | COc1cc([N+](=O)[O-])ccc1-c1ccc(/C=C(/C#N)C(=O)Nc2cccc(Br)c2)o1 | -0.8% | 3%
44 | CC(C)(C)NCCOCCOc1cccc(Cl)c1Cl | -0.5% | 4%
45 | Cc1ccc(-c2csc(NC(=O)C3C4CCC(C4)C3C(=O)O)n2)c(C)c1 (centres undefined) | -2.6% | 2%
46 | Cc1ccccc1-c1noc(CCC(=O)NCC2CCCO2)n1 (centres undefined) | 6.8% | /
47 | COc1cc2cc(C)c(SCC(=O)N3CCOCC3)nc2cc1OC | 0.5% | -12%
48 | CCOC(=O)c1sc2ccc(S(=O)(=O)N3CCOCC3)cc2c1N | -0.7% | -2%
49 | CC(CN1CCOCC1)OC(=O)C(c1ccccc1)c1ccccc1 (centres undefined) | -3.2% | /
50 | COc1ccc(C2C(C(=O)NCc3cccnc3)c3ccccc3C(=O)N2C)cc1OC (centres undefined) | 2.9% | 10%
51 | CC(=O)Nc1cccc(NC(=O)c2ccc(Cl)c([N+](=O)[O-])c2)c1 | -4.2% | -2%
52 | CCN(CC)S(=O)(=O)c1ccc(C(=O)Nc2cc(C)cc(C)c2)cc1 | -3.1% | /
53 | CCNCc1cc(Br)c(OCC(=O)Nc2ccccc2)c(OC)c1 | 8.5% | /
54 | O=C(O)c1cccc(NC(=O)c2cccc(S(=O)(=O)N3CCCCC3)c2)c1 | -1.3% | 5%
55 | CC(C)OC(=O)c1c(-c2ccc(Cl)cc2Cl)csc1N | 0.0% | 7%
56 | CC(=O)NCCOc1ccc(C(=O)O)cc1 | -0.2%&-1.1% | 1%&-2%
57 | CCC(C)c1ccc(NC(=O)/C=C/c2cccc([N+](=O)[O-])c2)cc1 (centres undefined) | 1.0% | -1%
58 | c1ccc(-c2n[nH]c3ccccc23)cc1 | 4.6% | -10%
59 | CCCc1nc(-c2ccccc2O)n(-c2ccccc2)n1 | -7.2% | -5%
60 | C/C(=C/C(=O)c1ccc(Cl)cc1)Nc1cccc(O)c1 | -5.5% | 3%

Quoted from above: entries 1–7
No. | smiles | Hsp70 displacement | Rat MKP-3 inhibitors
1 | Cc1cc(/C=N/NC(N)=S)c(C)n1C1CCCCC1 | -2.1% | 3%
2 | Cc1ccc(-n2nc(C)c3c(C)cc(=O)oc32)cc1Cl | -7.6% | 2%
3 | Cc1ccc(NC(=O)NC(C)(C)C)cc1 | 1.9% | -2%
4 | O=C(Nc1nnc(CCSCCc2nnc(NC(=O)c3ccco3)s2)s1)c1ccco1 | 5.2% | 0%
5 | O=C(c1cnn2c(C(F)(F)F)cc(-c3ccco3)nc12)N1CCCCCC1 | -2.7% | -5%
6 | O=C(/C=C/c1ccco1)Nc1ccc(S(=O)(=O)Nc2nccs2)cc1 | -1.8% | 0%
7 | O=C(C1CCCCC1)N(CCN1CCCC1)c1nc2ccccc2s1 | -2.4% | -3%

(continued)
No. | smiles | Hsp70 displacement | Rat MKP-3 inhibitors
61 | Cc1ccc(OCC(O)CNS(=O)(=O)c2ccccc2C(=O)N2CCCCC2)cc1 (centres undefined) | -6.0% | 4%
62 | O=C1N=c2ccccc2=C1c1sc(Nc2ccc(F)cc2)nc1O | 4.7% | 3%
63 | CSc1nc(N)nc(SCC(=O)C(C)(C)C)c1C#N | 2.8% | /
64 | COc1ccc(N/N=C2/CCCCC2=O)cc1 | 2.3% | /
65 | CCCN1C(=O)/C(=C/c2nc3ccccc3c(=O)n2-c2ccccc2[N+](=O)[O-])c2ccccc21 | 9.7% | -2%
66 | Cc1cc(C)c(C#N)c(SCc2cc3c(cc2Cl)OCO3)n1 | -0.9% | /
67 | CCCc1cc(=O)[nH]c(SCC(=O)N2CCN(c3ccccc3)CC2)n1 | -0.4% | -6%
68 | CCN1CCN(S(=O)(=O)Cc2ccccc2)CC1 | 2.7%&3.8% | -4%&0%
69 | COCCN1Cc2cccc(C(=O)NC(C)c3cccs3)c2C1=O (centres undefined) | 1.2% | /
70 | CN(C)C(=O)N1CCCC(C(=O)NCc2ccc(F)cc2Cl)C1 (centres undefined) | 3.6% | 2%
71 | CCOc1ccc(Cl)cc1/C=C1/SC(=S)N(C)C1=O | 1.7% | -3%

Rewritten with values under each structure: two of the compounds above.
Values run as follows: Hsp70 displacement	Rat MKP-3 inhibitors
#63 CSc1nc(N)nc(SCC(=O)C(C)(C)C)c1C#N
→ 2.8%	/
#64 COc1ccc(N/N=C2/CCCCC2=O)cc1
→ 2.3%	/

Not all compounds are listed; count on the stated rates, not on these rows.
